# Source: PubChem (several laboratories)
# PMI inhibition = MPI inhibition at elevated mannose 6-phosphate – biochemical, fluorescence intensity, high mannose 6-phosphate, primary screen (AID 1220). recombinant PMI enzyme, coupled fluorescence intensity; higher % means a stronger effect. inhibition, % at 20 µM; hits with a dose series show IC50 in µM. hit rate 0.66% among 190,000; in the data active = inhibition above about 50%
# XIAP displacement = small molecules displacing peptide from XIAP – biochemical, IAP family, fluorescence polarization (AID 1018). XIAP BIR domain, fluorescence polarization peptide displacement; higher % means a stronger effect. displacement, % at 20 µM, or IC50 in µM where a hit was titrated. hit rate 0.007% among 200,000; in the data active = displacement above about 50%; note: a part of the inactive calls stands beside numbers as strong as those of hits
# P. falciparum M17LAP = P. falciparum M17LAP inhibitors, primary screen, biochemical, fluorogenic H-Leu-NHMec substrate, 1536-well (AID 1619). recombinant M17LAP, H-Leu-NHMec fluorogenic kinetic assay; higher % means a stronger effect. inhibition, % at 30 µM; hits with a dose series show IC50 in µM. hit rate 0.38% among 220,000;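 active = compound inhibiting the enzyme by more than half at any dose during confirmatory dose-response retesting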;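 note: plate controls were full reaction with DMSO carrier for no effect and no enzyme background for full effect; strong numbers were not always called active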
# Yfh1-off respiration = enhancers of respiration in Yfh1-depleted yeast, dose response, Friedreich's ataxia, plus single-dose screen (AID 1465); S. cerevisiae Yfh1-off respiration, WST-1 reduction, 72 h; higher fold induction means a stronger effect; hit rate 0.074% among 220,000; one-dose fold induction at 50 µM; EC50 in µM for titrated hits;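 active = fold induction of absorbance versus untreated yeast above a set limit, then at least 30% activation at any dose in follow-up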;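 note: activators that raise dye reduction in frataxin-depleted yeast; strong numbers were not always called active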
# P. falciparum M1AAP = P. falciparum M1AAP inhibitors, biochemical, fluorogenic H-Leu-NHMec substrate, 1536-well (AID 1445); recombinant M1AAP, H-Leu-NHMec fluorogenic kinetic assay; higher % means a stronger effect; inhibition, % at 30 µM, or IC50 in µM where a hit was titrated; hit rate 0.42% among 220,000;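 active = primary inhibition above the hit cutoff, then over 50% inhibition at one or more dose response concentrations, cut at about 23% in these data, passing the limit was not always enough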;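 note: plate controls were DMSO full reaction for no effect and no enzyme background for full effect; strong numbers were not always called active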
# ER stress rescue = rescue of cells from ER stress-induced death, primary screen, 384-well, CSM14.1, thapsigargin, ATP luminescence (AID 1222) | CSM14.1 thapsigargin-induced death rescue, ATP luminescence; higher % means a stronger effect | cellular ATP content (survival), % at 20 µM, or EC50 in µM where a hit was titrated | 190,000 tested, under 10 active;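 active = EC50 below 50 µM in the dose-response confirmation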;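 note: death triggered by thapsigargin at about 15 µM added after 2 h compound pretreatment; cell ATP read after overnight thapsigargin exposure of roughly 18 to 22 hours; normalized against plate controls of thapsigargin alone and 5% DMSO vehicle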
# PhoP inhibition = inhibitors of PhoP regulon expression, primary screen, Salmonella Typhimurium, GFP reporter (AID 1863); S. Typhimurium PhoP-regulated promoter GFP reporter, 4 h; higher % means a stronger effect; inhibition, % at 50 µM; hits with a dose series show IC50 in µM; hit rate 0.16% among 300,000;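 active = inhibition over 29.93%, a cutoff 3 SD above the screen mean, later confirmed by dose response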;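 note: 0% = low Mg2+ inducing control and 100% = high Mg2+ repressing control; strong numbers were not always called active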
# West Nile virus CPE = inhibition of WNV-induced cytopathic effect – cell-based, CPE readout (AID 1621); hit rate 0.02% among 290,000; one-dose CPE inhibition, % at 10 µM; IC50 in µM for titrated hits; West Nile virus-infected cells, CPE inhibition; higher % means a stronger effect; in the data active = a potency from the dose series; note: strong numbers were not always called active
# SIAH1 antagonists = Siah-1 peptide-binding antagonists, primary screen, biochemical, fluorescence polarization, rhodamine-plectin, uHTS (AID 1817). one-dose displacement, % at 20 µM; IC50 in µM for titrated hits. hit rate 0.02% among 290,000. Siah-1 / rhodamine-plectin peptide fluorescence polarization; higher % means a stronger effect;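 active = displacement of at least 50% at 20 µM, with a fluorescence ratio check between 0.3 and a set limit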;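 note: plate controls were Siah plus tracer with DMSO for no effect and tracer alone without Siah for full effect; strong numbers were not always called active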
# * = called active by the depositor; i = inactive; nt = no result given.
SMILES,PMI inhibition,XIAP displacement,P. falciparum M17LAP,Yfh1-off respiration,P. falciparum M1AAP,ER stress rescue,PhoP inhibition,West Nile virus CPE,SIAH1 antagonists
COc1cccc(C(=O)C2CCCN(C(=O)CCC3=NNC(=O)CC3)C2)c1 (stereo unspecified),-10%,-12%,-18%,i,1%,-0.9%,-11%,0.1%,-3%
O=C(Nc1ccccc1Cl)c1ccc2c(c1)N(Cc1ccc(F)cc1)C(=O)CS2=O (stereo unspecified),-2%,-4.3%,21%,nt,3%,-3.7%,7%,nt,10%
COc1cc(/C=N/NC(=O)c2ccccc2)ccc1O,-8%,-4.5%,15%,i,1%,-1.1%,2%,-0.2%,8%
O=C(CN1C(=O)c2ccccc2S1(=O)=O)NCCSCc1ccco1,-3%,-1.2%,16µM*,i,10%,-1.3%,-8%,0.3%,1%
c1ccc2c(c1)nc(NCCN1CCOCC1)c1nncn12,18%,-5.9%,15%,i,3%,nt,1%,0.2%,-4%
Cn1c(=O)[nH]c(=O)c2c1nc(N1CCOCC1)n2CCN1CCOCC1,7%,0.1%,4%,i,-5%,-0.6%,3%,-0.2%,2%
Cc1ccc(NC(=O)CSc2nnc(-c3ccccn3)n2N)c(Br)c1,nt,nt,0%,i,1%,nt,-8%,-0.2%,1%
CCCCN(CCCC)CC(O)CN(c1cc([N+](=O)[O-])ccc1OC)S(=O)(=O)c1ccccc1 (stereo unspecified),-14%,0.6%,-3%,i,13%,-1.8%,-5%,-1.3%,-2%
O=C1Nc2ccccc2N(O)N1c1cc(-c2ccccc2)[nH]n1,6%,-3.5%,37%,i,0%,0.3%,-7%,0.0%,-1%
C/C=C/c1cc(CN2CCN(c3ccc(OC)cc3)CC2)c(O)c(OC)c1,20%,-7.4%,-1%,i,6%,-2.5%,4%,-1.3%,0%
O=C(/C=C/c1cccs1)NC1CCS(=O)(=O)C1 (stereo unspecified),55%*,-4.2%,11%,i,4%,1.6%,-6%,0.3%,7%
COC(=O)C1C(O)=C(C(C)=Nc2cccc3ccccc23)C(=O)CC1(C)C (stereo unspecified),nt,nt,7%,i,10%,nt,-8%,1.5%,-6%
O=S(=O)(c1ccc(F)cc1)n1ccc(-c2cccc(OCc3ccc(Cl)cc3Cl)c2)n1,4%,-2.3%,13%,i,3%,13%,-11%,0.0%,5%
COc1cc(C(=O)N2CCN(c3ncnc4sc(C)c(C)c34)CC2)cc(OC)c1OC,10%,-8.7%,-3%,i,-5%,6.4%,1%,-1.0%,-1%
Cc1cc(C)cc(NC(=S)NCCCO)c1,4%,-0.9%,6%,i,5%,-1.7%,-9%,-0.3%,13%
COc1cccc2cc(C(C)OC(=O)Nc3ccc(C)cc3)oc12 (stereo unspecified),6%,-14%,-9%,i,13%,0.3%,-8%,-0.5%,-5%
O=[N+]([O-])c1ccc(Cl)cc1N1CCOCC1,8%,-6.3%,0%,i,0%,-0.8%,7%,1.3%,-4%
O=C(CCCN1C(=O)c2ccccc2C1=O)Nc1ccc2c(c1)OCCO2,8%,-4.6%,0%,i,4%,-1.1%,-6%,-0.1%,8%
CC1(C)OC2C(CO)OC(n3cnc4c(=S)nc[nH]c43)C2O1 (stereo unspecified),nt,nt,-10%,i,9%,nt,-9%,0.2%,2%
Cc1ccc(-n2nc(C)c(NC(=O)CCl)c2C)cc1C,-12%,-2.0%,4%,i,4%,3.8%,8%,-1.2%,6%
Cc1ccc(S(=O)(=O)NNC(=O)c2c(O)c3ccccc3[nH]c2=O)cc1,nt,nt,0%,i,-1%,nt,-3%,0.1%,2%
Cc1ccc(/C=C(\C#N)c2nc3ccccc3[nH]2)s1,3%,-2.6%,6%,i,9%,-3.7%,-9%,-0.8%,-2%
Cc1cc(C)n(-c2nc(NCCCN(C)C)c3c4c(sc3n2)CCCC4)n1,nt,nt,7%,i,2%,nt,-3%,-0.6%,-10%
Cc1ccc2cc(CN(c3ccccc3)S(=O)(=O)c3ccccc3)c(=O)[nH]c2c1,nt,nt,2%,i,6%,nt,-7%,-0.2%,3%

# The list goes on; the last 4 above are carried over.
SMILES,PMI inhibition,XIAP displacement,P. falciparum M17LAP,Yfh1-off respiration,P. falciparum M1AAP,ER stress rescue,PhoP inhibition,West Nile virus CPE,SIAH1 antagonists
Cc1ccc(S(=O)(=O)NNC(=O)c2c(O)c3ccccc3[nH]c2=O)cc1,nt,nt,0%,i,-1%,nt,-3%,0.1%,2%
Cc1ccc(/C=C(\C#N)c2nc3ccccc3[nH]2)s1,3%,-2.6%,6%,i,9%,-3.7%,-9%,-0.8%,-2%
Cc1cc(C)n(-c2nc(NCCCN(C)C)c3c4c(sc3n2)CCCC4)n1,nt,nt,7%,i,2%,nt,-3%,-0.6%,-10%
Cc1ccc2cc(CN(c3ccccc3)S(=O)(=O)c3ccccc3)c(=O)[nH]c2c1,nt,nt,2%,i,6%,nt,-7%,-0.2%,3%
O=c1[nH]c(CN2CCc3ccccc3C2)nc2ccccc12,6%,-5.9%,3%,i,9%,-1.4%,6%,0.0%,-2%
CC1CCN(c2cc(C#N)c(C#N)cc2[N+](=O)[O-])CC1,4%,-4.0%,6%,i,1%,-1.4%,-4%,-0.3%,3%
CCC(C)(C)NC(=O)/C=C/c1cccs1,8%,1.5%,11%,i,0%,-2.1%,26%,-0.4%,-2%
COc1ccc(CNc2nn[nH]n2)cc1OC,-5%,-4.3%,27%,i,-2%,0.6%,-5%,0.6%,3%
COc1cccc(NC(=O)COC(=O)CCS(=O)(=O)c2ccc(C)cc2)c1,12%,-8.3%,3%,i,1%,0.2%,1%,0.6%,2%
COc1cc2c(cc1OC)C1=NC(=O)CN1C(SCc1ccccc1)=N2,-4%,-5.7%,-30%,i,4%,0.3%,-3%,-0.3%,-3%
CN1CCN(CC(=O)NN2CC(=O)N(c3ccc(F)cc3)CC2=O)CC1,nt,nt,0%,i,-1%,nt,-6%,-0.1%,-1%
C=CCn1c(SCC(=O)NC23CC4CC(CC(C4)C2)C3)nc(O)cc1=O,7%,-8.9%,26%,i,25%*,-0.7%,7%,0.2%,10%
O=C(CNC(=O)/C(=C\c1ccc(F)cc1)NC(=O)c1ccccc1)OCc1ccccc1,1%,-2.0%,-9%,i,5%,-0.4%,12%,0.0%,2%
COC(=O)c1cc(=O)n(Cc2ccco2)c(=Nc2ccc(F)cc2)s1,-2%,-8.6%,-1%,i,4%,7.6%,-4%,0.3%,0%
Cc1cc(C)c2c(=O)[nH]cnc2n1,-8%,-1.1%,4%,i,1%,nt,4%,0.0%,-2%
Cc1[nH]c(=O)[nH]c(=O)c1S(=O)(=O)N1CCC(C(=O)N2CCN(c3cccc(C(F)(F)F)c3)CC2)CC1,2%,-7.8%,-1%,i,7%,nt,-3%,0.9%,-2%
O=C1CC(c2ccccc2)Sc2ccccc2N1 (stereo unspecified),9%,3.0%,-11%,i,4%,2.4%,12%,-0.6%,2%
O=C(c1ccc(Cl)cc1[N+](=O)[O-])N1CCc2ccccc2C1,-10%,-5.6%,-10%,i,-1%,-0.8%,12%,-0.2%,2%
c1coc(-c2nnc3n2C2(CCCC2)Cc2ccccc2-3)c1,11%,-1.0%,-5%,i,3%,nt,-10%,-0.7%,1%
Cc1cc(Oc2ccc(Cl)cc2)nc(-c2ccccn2)n1,nt,nt,18%,i,6%,nt,-6%,-0.4%,6%
COC(=O)[C@@H]1C[C@H]1[C@@H](NC(=O)c1ccccc1)c1ccccc1,4%,-25%,4%,i,-5%,-0.5%,-3%,0.1%,-4%
Cc1cc(NC(=O)CSc2nc(-c3ccco3)cc(C(F)(F)F)n2)no1,-8%,-4.5%,-12%,i,16%,-3.4%,-7%,0.1%,5%
O=C(Nc1cccnc1)c1cc(-c2ccc(F)cc2)on1,-14%,-8.3%,1%,i,2%,-2.0%,-4%,-0.2%,6%
COC(=O)c1cc(C#N)c(SCc2ccccc2)nc1C,10%,-7.2%,2%,i,2%,-0.8%,-11%,0.3%,1%
CCOC(=O)c1ccccc1NC(=O)CSc1nnc(COc2ccccc2)n1CC,9%,-3.6%,4%,i,3%,3.8%,5%,-1.6%,3%
Cc1cc(C)n2nc(C(=O)Nc3ccc4c(c3)OCO4)cc2n1,13%,-6.2%,6%,i,4%,-5.5%,10%,0.9%,-6%
O=C1c2ccccc2C(=O)N1Cc1cc(-c2ccccc2Cl)no1,5%,-6.2%,6%,i,2%,6.6%,-7%,-0.3%,-1%
Cc1c(C2=CCN(S(=O)(=O)c3ccc(Br)cc3)CC2)c2ccccc2n1C,17%,-24%,-6%,i,-2%,-5.5%,-9%,-1.7%,3%
CCCc1[nH]nc2c1C(c1ccc(Br)s1)C(C#N)=C(N)O2 (stereo unspecified),10%,-5.8%,39%,i,5%,-0.9%,-2%,0.3%,5%
CCN(CC)c1ccc(N2C(=O)c3ccccc3C2=O)cc1,4%,-0.4%,6%,i,3%,5.2%,3%,0.7%,5%
Cc1ccc(C)n1-c1cc(S(=O)(=O)N2CCOCC2)ccc1N1CCCC1,17%,-0.2%,12%,i,4%,1.7%,33%,-0.4%,6%
CCCc1nc2ccccc2c(=O)n1/N=C/c1ccc(O)cc1,-6%,-1.9%,-7%,i,-2%,-0.5%,20%,0.5%,0%
CC(C(=O)Nc1ccc(S(=O)(=O)N2CCOCC2)cc1)N(c1ccccc1)S(C)(=O)=O (stereo unspecified),15%,-2.1%,4%,i,4%,-1.7%,-4%,0.0%,3%
CC(C)(C)OC(=O)NC(CC(=O)OCc1ccccc1)C(=O)O (stereo unspecified),nt,nt,-9%,i,4%,nt,-7%,0.3%,18%
COc1ccc(-c2ccc(-c3noc(-c4cccc(OC)c4)n3)c(OC)n2)cc1,-1%,1.1%,2%,i,9%,-4.2%,-13%,1.1%,-2%
COC(=O)C1=C(N)Oc2c(oc(CO)cc2=O)C1c1c(F)cccc1Cl (stereo unspecified),-3%,-9.1%,8%,i,16%,-0.7%,-9%,0.6%,1%
Cc1cc(Cl)c2c(c1)[C@]1(C(=O)N2)[C@@H]2C(=O)N(Cc3ccccc3)C(=O)[C@@H]2[C@@H]2CCCN21,11%,-5.2%,-2%,i,2%,0.0%,-6%,-0.6%,-1%
CO/N=C(\Cn1ncc(N2CCCC2)c(Br)c1=O)c1ccc(Cl)cc1,6%,-21%,4%,i,-2%,-3.8%,2%,-0.5%,-2%
Cc1cc(NC(=O)CN2CCCCC2)no1,-6%,-3.9%,-6%,i,7%,-0.5%,-8%,-0.2%,6%
COc1ccc(OC(C)C(=O)Nc2cccc([N+](=O)[O-])c2)cc1 (stereo unspecified),-8%,-1.6%,0%,i,7%,-8.3%,-10%,-1.1%,-2%
O=C(NCc1cccnc1)c1ccc(COc2cccc3ccccc23)o1,53%*,-4.9%,-1%,i,4%,-2.0%,0%,-0.6%,-5%
CCOc1ccc(-c2cc(C(=O)NCC3CCCO3)c3ccccc3n2)cc1 (stereo unspecified),12%,-11%,-18%,i,5%,-3.3%,0%,-0.1%,2%
